aSyn UTR inh – 5' untranslated region of α-synuclein, MLPCN primary screen; inhibition, % (tested at 7.5 µM); 0.82% of 300,000 active; alpha-synuclein 5'UTR reporter, inhibitor activity; in the data active = inhibition above about 60%;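 also: H4 neuroglioblastoma cells stably carrying SNCA 5'UTR luciferase fusion; 0% = DMSO wells and 100% = positive control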
HSF-1 act – increases HSF-1 driven luciferase reporter signal; NIH3T3-HGL HSF-1 luciferase reporter, MG132, 8 h; 100% = twice DMSO control signal; activation, % at 9 µM; 1.7% of 300,000 active; AID 504408;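 active = mean replicate activation of at least 50% with a set share of replicates each reaching 50%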;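 also: 0% = median of the neutral control wells and 100% = twice that signal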
GSK3A inh – inhibitors of human GSK-3 alpha kinase. AID 2650. 0.1% of 320,000 active. P49840. inhibition, % at 10 µM. ADP-Glo luminescence, 60 min;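 in the data active = inhibition above about 50%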;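 also: GST-tagged GSK-3 alpha with peptide substrate and 25 µM ATP; 0% = DMSO neutral wells and 100% = GW8510 positive control wells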
Target sequence (P49840 whole entry, looked up): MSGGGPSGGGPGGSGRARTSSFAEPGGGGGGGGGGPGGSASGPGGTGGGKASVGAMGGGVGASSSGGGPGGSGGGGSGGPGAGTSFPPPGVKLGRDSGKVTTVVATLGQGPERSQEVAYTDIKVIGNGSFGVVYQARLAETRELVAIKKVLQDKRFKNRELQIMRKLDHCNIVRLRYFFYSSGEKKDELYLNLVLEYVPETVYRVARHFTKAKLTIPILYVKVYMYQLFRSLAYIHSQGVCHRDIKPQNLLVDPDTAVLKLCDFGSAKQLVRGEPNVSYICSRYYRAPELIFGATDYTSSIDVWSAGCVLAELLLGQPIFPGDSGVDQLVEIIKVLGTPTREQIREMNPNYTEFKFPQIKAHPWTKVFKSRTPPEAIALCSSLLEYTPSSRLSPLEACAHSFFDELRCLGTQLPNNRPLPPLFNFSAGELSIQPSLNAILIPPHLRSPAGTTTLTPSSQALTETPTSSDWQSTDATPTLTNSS
Platelet DG rel – platelet dense granule release activity. human platelet-rich plasma, SFLLRN dense granule ATP release, luminescence. inhibition, %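 (compounds screened at 7.5 µM in platelet-rich plasma)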. 0.22% of 300,000 active. AID 1663;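 active = mean replicate score, as percent of positive control, at or above 50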
HSP90 refold inh – blocks HSP90-mediated luciferase refolding in reticulocyte lysate. Rabbit reticulocyte lysate, luciferase refolding luminescence, 3 h. inhibition, % at 5.6 µM. 0.91% of 290,000 active;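 active = inhibition above the screen-wide mean plus 3 SD, computed separately per campaign, cut at about 16% in these data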;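 also: 0% = DMSO wells and 100% = 60 µM geldanamycin wells; inhibitors lower the luminescence because luciferase stays unfolded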
IEC-6 tox – kills IEC-6 intestinal cells in KLF5 counter-screen | IEC-6 cytotoxicity, luminescence viability | inhibition, % at 5 µM | 0.78% of 290,000 active | AID 1825; in the data active = inhibition above about 22%;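 also: 0% = plate median of test compound wells and 100% = cytotoxic reference compound wells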
KLF5 inh – inhibitors of KLF5 expression. 0.23% of 290,000 active. DLD-1 KLF5 promoter-luciferase reporter, luminescence. inhibition, % at 5 µM;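 active = inhibition above a per-plate limit of that plate's mean compound inhibition plus 3 SD, cut at about 60% in these data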;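 also: 0% = DMSO wells and 100% = LY294002 at 200 µM; higher means less KLF5 promoter-driven luciferase light; inactives centre near -14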
Dyrk1A ADPGlo – Dyrk1A (rat) kinase inhibition. 0.43% of 310,000 active. inhibition, % at 12.5 µM. ADP-Glo luminescence, NFATc1 peptide. Q63470; in the data active = inhibition above about 50%;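 also: plate controls were vehicle with enzyme for no effect and no enzyme for full effect; many of its hits are not listed in these tables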
HSF1 inh – HSF1 inhibition; NIH3T3-HGL HSE-luciferase, MG132-induced, luminescence 8 h; hits give low values; activity change, negative = inhibition, % at 7.5 µM (by protocol); 0.77% of 300,000 active;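 active = more than half of replicate wells show activity change below -50%, luminescence cut by over half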;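 also: luciferase reports HSF-1 transcriptional activity via heat shock element; 0% = median of DMSO wells and -100% = zero luminescence signal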
GSK3beta inhib – inhibitors of human GSK3beta kinase; P49841; GST-GSK3beta kinase, ADP-Glo luminescence, 60 min; hits give low values; activity score (negative = inhibition), % at 10 µM; 0.038% of 300,000 active; AID 2097;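 active = more than half of replicate wells score below -50%, meaning over 50% inhibition versus plate controls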;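 also: 0% = median DMSO wells and -100% = median GW8510 positive control wells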
Target sequence (P49841 whole entry, looked up): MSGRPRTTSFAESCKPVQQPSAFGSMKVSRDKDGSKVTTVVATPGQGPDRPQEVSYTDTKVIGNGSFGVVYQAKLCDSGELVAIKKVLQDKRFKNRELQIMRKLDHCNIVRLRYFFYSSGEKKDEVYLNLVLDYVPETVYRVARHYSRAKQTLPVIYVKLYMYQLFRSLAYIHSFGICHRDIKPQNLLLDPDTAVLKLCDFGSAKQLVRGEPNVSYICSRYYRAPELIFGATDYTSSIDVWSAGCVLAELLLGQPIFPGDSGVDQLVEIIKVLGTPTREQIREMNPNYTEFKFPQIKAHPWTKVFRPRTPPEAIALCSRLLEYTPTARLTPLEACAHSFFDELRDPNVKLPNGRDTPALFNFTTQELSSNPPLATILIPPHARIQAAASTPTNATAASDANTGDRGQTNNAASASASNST
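Test system: GST-tagged human GSK3beta kinase, cell-free; evaluation: activity score scaled between in-plate DMSO and GW8510 controls; measured by: ADP-Glo luminescence; incubation: 60 min reaction, RT; benchmarks: DMSO and 20 µM GW8510; reagent: peptide substrate plus 25 µM ATP (final); medium: Tris/MgCl2 kinase buffer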
An asterisk follows results filed as active; nt = not tested or not shown. Only part of the results is shown; the hit share may differ from the screen's.

SMILES | aSyn UTR inh | HSF-1 act | GSK3A inh | Platelet DG rel | HSP90 refold inh | IEC-6 tox | KLF5 inh | Dyrk1A ADPGlo | HSF1 inh | GSK3beta inhib
CCc1ccc(C2CC(c3ccc(Cl)cc3)n3nc(N)nc3N2)cc1 (centres undefined) | -16.1 | 4.5 | nt | -2.0 | 2.1 | -2.9 | -20.1 | -3.8 | 0.3 | -0.7
CC(C)(C)NC(=O)COC(=O)c1ccccc1C(=O)c1ccccc1 | -3.7 | 4.1 | 1.9 | -1.7 | 0.0 | 6.7 | 0.2 | nt | 2.6 | 1.7
O=S(=O)(CCSc1ccc(C(F)(F)F)cn1)c1ccc(Cl)cc1 | -27.1 | 21.0 | -0.9 | -1.5 | 3.5 | 3.5 | -16.5 | -1.5 | 9.9 | -0.7
CCC(=O)N1CCc2cc(Br)cc(S(=O)(=O)N3CCCC(C(=O)NC(C)(C)C)C3)c21 (centres undefined) | 7.2 | 27.6 | -3.4 | 8.3 | 0.3 | 1.7 | 2.2 | -5.9 | 6.3 | nt
COc1ccc(OC)c(S(=O)(=O)Nc2ccc3[nH]c(=O)[nH]c3c2)c1 | -0.4 | -5.2 | -0.8 | -2.8 | 5.7 | -0.6 | -12.7 | -3.8 | -7.0 | 1.6
CN(C)CC/C=C1/c2ccccc2CS(=O)(=O)c2ccccc21 | -74.1 | 2.5 | -3.5 | -13.8 | nt | nt | nt | 1.7 | -5.4 | 1.8
COc1ccc(C(=O)NC(C(=O)N2CCN(c3ccccc3O)CC2)C(C)C)cc1 (centres undefined) | 31.0 | 8.2 | -1.3 | 0.6 | -1.8 | -6.6 | -33.9 | -4.5 | -0.2 | -2.1
O=C(N/N=C/c1cccc([N+](=O)[O-])c1O)C(O)(c1ccccc1)c1ccccc1 | 0.6 | -12.1 | -1.9 | -9.4 | -2.9 | -0.9 | -45.0 | 2.5 | -16.2 | -2.5
O=C(O)c1ccccc1-n1c2ccccc2c2ccccc21 | 18.8 | 3.4 | -12.0 | 21.5 | 3.0 | -1.4 | -11.2 | -3.8 | -1.0 | 7.8
COc1cccc(NC2=C(NCCO)C(=O)c3ccccc3C2=O)c1 | -7.3 | 36.8 | -2.4 | 7.2 | 1.6 | 10.1 | -2.1 | 10.7 | 8.1 | 0.6
Cc1ccccc1CS(=O)(=O)CCC(=O)NCCN1CCN(c2cccc(Cl)c2)CC1 | 13.0 | -7.1 | -3.9 | 5.8 | -1.8 | -5.8 | 7.6 | 4.4 | -4.1 | -0.9
COc1cccc(C(=O)Nc2nc3ccccc3[nH]2)c1 | 62.6* | -3.9 | nt | 31.4 | 27.2* | 5.2 | 33.1 | 5.7 | -8.6 | -0.6
CCN1CCN(C(CNS(=O)(=O)c2ccc(C)cc2)c2cccnc2)CC1 (centres undefined) | -4.6 | 0.4 | -0.9 | 5.5 | 1.5 | -2.8 | -5.5 | -2.1 | -6.6 | 1.1
C#CCNC(=O)/C=C/c1ccc(OC)cc1 | -75.0 | 13.5 | 0.4 | 6.9 | -3.9 | -2.5 | -40.1 | 46.6 | 11.2 | 1.9
CCN(CC)CCCn1c(=S)[nH]c2ccccc2c1=O | -21.9 | -3.1 | -7.1 | 0.5 | 5.2 | -1.8 | -25.3 | 0.8 | 1.2 | -2.6
Cc1nn(-c2ccccc2)c2nc(C(F)(F)F)[nH]c(=O)c12 | 2.5 | 1.0 | -1.5 | -10.3 | 4.3 | -4.5 | -4.4 | 29.4 | -10.2 | -2.3
O=C(COC(=O)c1cccc2ccccc12)Nc1ncc(C(F)(F)F)cc1Cl | -6.2 | -21.4 | -2.9 | -0.9 | 1.8 | -3.1 | -39.9 | 10.8 | -1.5 | 1.1
COc1ccc(C(CNC(=O)C(Cc2ccccc2)NC(N)=O)N(C)C)cc1 (centres undefined) | -6.7 | -10.8 | -1.2 | 6.8 | 2.3 | 0.6 | -12.6 | -0.1 | -0.6 | 0.0
COc1ccc(C(=O)Nc2cccc(-c3cc4ccccc4oc3=O)c2)cc1[N+](=O)[O-] | nt | nt | -0.7 | nt | 2.3 | 1.0 | 0.8 | 10.5 | nt | nt
CCOC(=O)C(C(=O)N1CCOCC1)C1CCCCC1 (centres undefined) | 11.0 | 2.0 | -0.9 | 8.0 | -2.9 | 3.3 | -43.3 | 1.4 | -0.2 | -2.6
O=C(NCc1ccco1)c1cc2ccccc2o1 | -11.5 | 8.8 | 2.1 | -0.1 | -2.7 | -2.9 | -33.2 | 20.4 | -0.1 | -1.1
O=C(O)CC(Cn1[nH]nnc1=S)c1ccccc1 (centres undefined) | -11.0 | -6.7 | -2.0 | -2.1 | -3.1 | 4.4 | -9.8 | 1.9 | -2.7 | 3.4
C=CCn1c(SCC(=O)c2c(N)n(CCC)c(=O)n(C)c2=O)nc2sc(CC)cc2c1=O | 39.5 | 15.3 | -7.5 | -8.1 | 0.9 | 1.9 | 5.9 | -5.1 | 2.4 | 0.2
Cc1ccc(OCC(=O)N2CCOCC2)cc1C | -68.0 | 21.9 | -0.1 | 6.1 | -4.2 | -4.6 | -59.7 | -4.2 | 13.4 | -2.2
Cn1cc(C(=O)N2CCCC(Nc3ccc(F)cc3)C2)c2ccccc21 (centres undefined) | 17.7 | -2.5 | 4.4 | -17.9 | 3.9 | -2.5 | -51.2 | 3.9 | -2.9 | nt

Compound profiles (already shown). Values in the order: aSyn UTR inh	HSF-1 act	GSK3A inh	Platelet DG rel	HSP90 refold inh	IEC-6 tox	KLF5 inh	Dyrk1A ADPGlo	HSF1 inh	GSK3beta inhib
`Cc1ccc(OCC(=O)N2CCOCC2)cc1C` as listed: -68.0	21.9	-0.1	6.1	-4.2	-4.6	-59.7	-4.2	13.4	-2.2
`O=C(COC(=O)c1cccc2ccccc12)Nc1ncc(C(F)(F)F)cc1Cl` as listed: -6.2	-21.4	-2.9	-0.9	1.8	-3.1	-39.9	10.8	-1.5	1.1
`O=C(NCc1ccco1)c1cc2ccccc2o1` as listed: -11.5	8.8	2.1	-0.1	-2.7	-2.9	-33.2	20.4	-0.1	-1.1

Additional structures
SMILES | aSyn UTR inh | HSF-1 act | GSK3A inh | Platelet DG rel | HSP90 refold inh | IEC-6 tox | KLF5 inh | Dyrk1A ADPGlo | HSF1 inh | GSK3beta inhib
O=C(NCCc1ccccc1)C1(S(=O)(=O)c2ccc(Cl)cc2)CC1 | -11.9 | -3.5 | -1.9 | 3.9 | -0.7 | -0.6 | -2.9 | -5.0 | -0.5 | 3.1
Cc1c(/C=N/n2cnnc2)c2ccccc2n1CCOc1ccccc1 | 19.5 | 14.5 | 1.5 | -4.3 | -3.5 | 2.9 | -17.0 | 2.9 | 5.1 | 0.6
CC(C)N(Cc1ccccc1)C(=O)c1ccc2c(c1)OCO2 | 4.1 | 11.6 | 0.9 | -15.8 | -2.8 | 2.3 | 1.4 | -0.2 | 7.5 | -3.2
COc1ccccc1NC(=O)c1nn(C)cc1Br | 6.7 | 7.4 | 1.5 | 5.9 | -2.5 | -0.3 | 10.8 | 3.0 | -3.6 | -5.7
COc1ccc(Br)c(C(=O)NNC(=O)c2ccc(NS(=O)(=O)c3cccs3)cc2)c1 | 8.9 | 12.4 | 0.7 | 3.4 | nt | nt | nt | -0.4 | -11.3 | 1.2
CC(OC(=O)C1CSC2(c3ccc(F)cc3)CCC(=O)N12)C(=O)NC(N)=O (centres undefined) | -1.3 | -51.6 | 2.9 | 2.4 | 0.3 | -8.1 | -46.4 | -6.2 | -40.7 | 1.3
COc1ccc(Cn2c(C)c(C)c(C#N)c2NC(=O)Nc2ccc(Cl)cc2)cc1 | 2.1 | 2.2 | -3.2 | 7.8 | -1.9 | -0.6 | -11.2 | -2.0 | -6.9 | 2.1
Cc1ccc(CN2CCN(CC(=O)N=Nc3c(O)[nH]c4ccccc34)CC2)cc1 | 10.8 | 8.5 | 8.5 | 2.8 | -3.5 | 1.0 | -2.0 | -2.6 | 6.3 | -3.1
C=CCN(CC=C)S(=O)(=O)c1ccc(C(=O)Nc2nnc(COC)o2)cc1 | 14.7 | 0.1 | nt | 1.3 | 1.1 | -3.0 | -16.0 | -0.8 | -8.7 | 9.6
Cc1cc(C)cc(NC(=O)CCN2C(=O)c3ccccc3S2(=O)=O)c1 | 15.2 | -12.0 | 2.5 | -3.4 | -4.2 | 2.9 | -23.7 | -5.9 | -13.7 | -1.0
O=C(NCc1ccccn1)c1ccc2c(c1)N(Cc1ccccc1)CCS2 | 0.0 | 18.9 | 0.8 | 7.8 | 0.2 | 0.4 | 3.9 | 19.4 | 8.3 | 2.4
COc1cc(/C=N/NC(=O)NC23CC4CC(CC(C4)C2)C3)ccc1OCC(N)=O | 23.6 | -10.0 | -0.9 | 11.9 | -4.6 | -10.5 | -20.9 | -0.1 | -1.6 | 1.0
CCOC(=O)C(O)(CCC(O)(C(=O)OCC)C(=O)OCC)C(=O)OCC | 20.8 | -6.0 | -2.1 | -12.0 | 4.2 | 1.8 | 10.1 | -1.5 | 4.3 | -0.9
COc1cc(OC)cc(C(=O)N(CN2CCCC2=O)c2ccccc2OC)c1 | 9.3 | 10.7 | -0.7 | -5.8 | 1.9 | 8.2 | 2.0 | -7.3 | -5.2 | 0.5
O=C(CCN1C(=O)c2ccccc2S1(=O)=O)Nc1ccc(F)cc1F | -6.5 | 12.1 | 2.8 | 10.4 | -0.8 | 5.8 | -21.1 | -2.2 | 2.2 | 1.3
CCOc1ccc(NC(=O)C2CC(=O)NC(N3CCc4ccccc43)=N2)cc1 (centres undefined) | 12.4 | 9.6 | -1.8 | 5.5 | 6.0 | 0.0 | -21.4 | 4.7 | -6.9 | 1.1
Cc1cccc(C)c1NC(=O)COc1ccccc1C(=O)Nc1ccc(Br)cn1 | 44.4 | -2.0 | -1.5 | -26.1 | -4.5 | -9.0 | -6.7 | 7.9 | -1.4 | -2.5
O=C(c1ccc(Cn2ccc([N+](=O)[O-])n2)cc1)N1CCN(Cc2ccccc2)CC1 | 6.5 | 4.9 | -0.9 | -7.8 | 0.4 | 1.8 | 8.2 | nt | 2.6 | -1.0
O=C(Cc1ccc(Cl)cc1)c1c[nH]c(C(=O)NCc2cccnc2)c1 | 22.5 | 19.7 | -0.8 | 4.9 | 4.1 | -4.8 | -16.2 | -4.9 | 12.3 | 2.2
CCC(C)Sc1ccc([C@H]2N[C@@](Cc3ccccc3)(C(=O)OC)[C@H]3C(=O)N(CC)C(=O)[C@@H]23)cc1OC (some centres undefined) | 15.6 | -4.1 | -0.3 | 9.1 | nt | nt | nt | 0.1 | -3.5 | -0.6
Cc1cc(=O)[nH]c(-n2[nH]c(C)cc2=O)n1 | 3.7 | -3.9 | -0.1 | -1.3 | -1.7 | -1.6 | -24.4 | -1.4 | -3.2 | -21.7
COc1cc(/C=C(/C#N)c2ccccc2)ccc1Oc1ccc([N+](=O)[O-])cn1 | 8.4 | 28.6 | 0.7 | -7.7 | 0.7 | -1.0 | 24.3 | 1.6 | -2.5 | 0.1
CCCCCC(=O)Nc1ccc(S(=O)(=O)Nc2ccc(Cl)nn2)cc1 | 12.4 | -2.7 | -2.4 | -3.9 | 1.0 | 5.4 | 15.3 | 3.7 | -2.9 | 4.6
CCOc1cccc(C2/C(=C(\O)c3ccc4c(c3)OCCO4)C(=O)C(=O)N2Cc2ccncc2)c1 (centres undefined) | 22.0 | -8.8 | 0.3 | -0.9 | 0.2 | 9.8 | -26.3 | 3.6 | -10.2 | -0.4
